Compound activity from PubChem BioAssay.
JMJD2A Tudor inh – inhibitors of human JMJD2A Tudor domain. O75164. AlphaScreen JMJD2A-Tudor / H3K4me3 peptide binding. Potency, µM (top dose mostly 114 µM), inactives show at the top dose activity change, negative = inhibition, actives largely listed as inhibitors. 390,000 compounds, 4.4% hits. AID 504339; also: potency is read from the fitted curve at half-maximal effect; % is scaled to controls: 0 for no effect and ±100 for the full control effect; nearly all actives have a fitted effect of over 50% in size
Pin1 inh – inhibitors of human Pin1 | Potency, µM (top dose mostly 115 µM), for the others: top-dose activity, negative = inhibition, hits mostly inhibitors | Pin1 FP peptide displacement, HiFluor488, 10 min | 390,000 compounds, 0.009% hits | Q13526 | AID 504891; active = well fitted inhibition curve with a large enough effect in the polarisation, with a control signal flat, not every such curve was filed as active; inconclusive = small, poorly fitted or top-dose-only effect, or effect the other way, or a change in a side signal; inactive = no such curve, though single readings can be large or run the other way; the % refers to the polarisation; also: potency is read from the fitted curve at half-maximal effect; % is scaled to controls: 0 for no effect and ±100 for the full control effect
Target sequence (Q13526 whole entry, looked up): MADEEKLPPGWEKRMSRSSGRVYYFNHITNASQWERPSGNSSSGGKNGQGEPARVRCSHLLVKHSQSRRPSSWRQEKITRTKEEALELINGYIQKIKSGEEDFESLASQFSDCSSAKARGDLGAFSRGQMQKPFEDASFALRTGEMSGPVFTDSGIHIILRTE
PI4K2A block – blocks human PI4K2A kinase activity. Q9BTU6. purified PI4K2A, ADP-Glo luminescence, 1 h; hits give low values. activity change, negative = inhibition, % at 76.9 µM. 420,000 compounds, 0.13% hits. AID 1346378; in the data active = activity change below about -50%; inconclusive = mostly about -30% to -49%;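 also: -100% = wells without enzyme as full effect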
Target sequence (Q9BTU6 whole entry, looked up): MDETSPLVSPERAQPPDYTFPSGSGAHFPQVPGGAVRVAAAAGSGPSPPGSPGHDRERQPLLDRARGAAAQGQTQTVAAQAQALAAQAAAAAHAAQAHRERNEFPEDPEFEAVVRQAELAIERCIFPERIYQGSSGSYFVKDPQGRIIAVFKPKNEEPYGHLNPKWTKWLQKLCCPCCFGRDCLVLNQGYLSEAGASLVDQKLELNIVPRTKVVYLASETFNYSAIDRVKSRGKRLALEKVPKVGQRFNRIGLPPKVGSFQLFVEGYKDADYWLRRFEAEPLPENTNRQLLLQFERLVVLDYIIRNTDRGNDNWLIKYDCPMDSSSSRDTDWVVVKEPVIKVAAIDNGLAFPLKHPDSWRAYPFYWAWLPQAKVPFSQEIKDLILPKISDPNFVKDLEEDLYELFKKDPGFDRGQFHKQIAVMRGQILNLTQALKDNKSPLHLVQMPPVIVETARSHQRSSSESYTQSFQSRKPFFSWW
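PI4K2A activity was measured by ADP-Glo luminescence: enzyme (4 ug/mL stock) and phosphatidylinositol (1.2 mM stock) in Tris pH 7.5/MgCl2/EGTA/Triton X-100 buffer were reacted with ATP (300 microM stock) for one hour at ambient temperature.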
G9a inh – blocks human histone lysine methyltransferase G9a. Potency, µM (highest dose often 102 µM), inactives show top-dose activity, negative = inhibition, actives largely listed as inhibitors. 350,000 compounds, 8.8% hits. AID 504332. G9a H3K9 monomethylation, AlphaScreen, 2 h; also: potency is read from the fitted curve at half-maximal effect; % is scaled to controls: 0 for no effect and ±100 for the full control effect; nearly all actives have a fitted effect of over 75% in size
Target sequence (Q96KQ7 913-1193 limits assumed): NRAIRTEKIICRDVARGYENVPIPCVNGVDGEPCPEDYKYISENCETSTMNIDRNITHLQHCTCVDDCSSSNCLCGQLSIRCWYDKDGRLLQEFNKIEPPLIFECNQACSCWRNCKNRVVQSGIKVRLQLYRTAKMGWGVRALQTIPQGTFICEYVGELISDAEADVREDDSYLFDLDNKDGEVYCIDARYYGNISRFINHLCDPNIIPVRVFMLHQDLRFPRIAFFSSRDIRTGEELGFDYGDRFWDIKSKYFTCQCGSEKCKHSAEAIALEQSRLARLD
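AlphaScreen detection with an anti-monomethyl H3K9 antibody quantified product after a 2 h room-temperature reaction containing 500 nM biotinylated H3K9 peptide, 20 µM SAM and 20 nM enzyme, which had been preincubated 15 min with compound.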
BAZ2B inh – BAZ2B (human) inhibition; AID 504333; Potency, µM (highest dose often 114 µM), without a hit: at the top dose activity change, negative = inhibition, most hits filed as inhibitors; AlphaScreen BAZ2B-H3K14Ac peptide displacement; 360,000 compounds, 4.4% hits; also: potency is read from the fitted curve at half-maximal effect; % is scaled to controls: 0 for no effect and ±100 for the full control effect; nearly all actives have a fitted effect of over 60% in size
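AlphaScreen displacement: compounds (up to 110uM) incubated 30 min at room temperature with a preformed 50 nM BAZ2B/50 nM biotinylated H3K14Ac peptide complex in PBS pH 7.4 with Tween-20. Donor and acceptor beads at 10 ug/mL final added, 20 min light-protected before reading.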
Pol eta inh – DNA polymerase eta (human) inhibition; Q9Y253; recombinant Pol eta, fluorescent DNA replication assay; Potency, µM (series often up to 114 µM), without a hit: top-dose activity change, negative = inhibition, actives largely listed as inhibitors; 390,000 compounds, 1.2% hits; AID 588591; also: potency is read from the fitted curve at half-maximal effect; % is scaled to controls: 0 for no effect and ±100 for the full control effect
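Pol eta at 10 nM preincubated with compounds 15 min at room temperature; reaction started with fluorescent substrate (50 nM final) and read kinetically at 0 and 10 min.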
GLS inh – glutaminase GLS (human) inhibition | 410,000 compounds, 0.21% hits | GLS enzymatic activity, qHTS titration | AID 624170 | O94925 | Potency, µM (highest dose often 45.5 µM), for the others: at the highest dose activity change, negative = inhibition, most hits filed as inhibitors; also: potency is read from the fitted curve at half-maximal effect; % is scaled to controls: 0 for no effect and ±100 for the full control effect
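Compounds were pin-transferred onto hKGA, after which L-glutamine (1 mM solution) and a detection mix of glutamate oxidase, HRP and Amplex Red were added. Initial and 30 min RT fluorescence reads were collected.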
Tb PGK inh – inhibitors of T. brucei phosphoglycerate kinase | PGK/GAPDH coupled, Kinase-Glo luminescence, 60 min | Potency, µM (series often up to 57.5 µM), inactives show at the highest dose activity change, negative = inhibition, actives largely listed as inhibitors | 380,000 compounds, 0.043% hits; also: potency is read from the fitted curve at half-maximal effect; % is scaled to controls: 0 for no effect and ±100 for the full control effect; nearly all actives have a fitted effect of over 60% in size
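Recombinant glycosomal PGK reaction used 1,3-bisphosphoglycerate generated in-well by GAPDH (100nM final) in 100mM TEA pH 7.6, 5mM MgCl2, 0.01% Tween-20. After 60 minutes at room temperature, ATP was read by Kinase-Glo Plus luminescence end-point.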
HP1b binding inh – inhibitors of HP1-beta chromodomain binding to methylated histone tails; AlphaScreen HP1-beta / biotin-H3K9me3 peptide binding; AID 540317; Potency, µM (top dose mostly 114 µM), without a hit: at the top dose activity change, negative = inhibition, hits mostly inhibitors; 390,000 compounds, 0.56% hits; also: potency is read from the fitted curve at half-maximal effect; nearly all actives have a fitted effect of over 70% in size; inactives centre near 23
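HP1-beta protein (50 nM final) preincubated 30 min at room temperature with biotinylated H3(1-18)K9me3 peptide (50 nM) in PBS pH 7.4, 0.01% Tween-20, then compound added for 30 min. AlphaScreen streptavidin donor/nickel chelate acceptor beads (10 ug/mL final), 30 min dark, luminescence read.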
Numbers without * were called inactive; i = inactive; ? = inconclusive; · = no result given; [ ] = dose if it differs, or a comment. Unless noted, calls follow the shape of the dose curve; as a rule, active = well fitted curve in the direction sought with a large enough effect; inconclusive = small, poorly fitted or top-dose-only effect, or another doubt; inactive = no such curve, though single readings can be large; an effect the other way counts as inactive or inconclusive. The list is partial, so the mix of outcomes need not match the whole.

Tb PGK inh	JMJD2A Tudor inh	Pol eta inh	Pin1 inh	GLS inh	BAZ2B inh	G9a inh	HP1b binding inh	PI4K2A block	Structure
-1%	6%	-1%	14%	7%	-20%	-7%[59 µM]	-4%	-9	CN1c2ccccc2-c2nc(SCC(=O)Nc3ccccc3)ncc2S1(=O)=O
i	-25%	6%	0%	7%	-3%	17%	13%	-7	COc1ccc(CN(CCCN2CCOCC2)C(=O)Nc2ccccc2)cc1OC
3%	-4%	-13%	-2%	-17%	?	-16%[59 µM]	23%	-3	COc1ccc(CCNCc2ccc3c(c2)n(C)c(=O)n3C)cc1OC
-10%	5%	-3%	-1%	0%	-6%	16%[0.501 µM]	39%	3	CCN(CC)C(=O)COc1coc(CN2CCN(c3ccc(F)cc3)CC2)cc1=O
-1%	-27%	-2%	-1%	-6%	?	?	18%	-6	COc1ccc(OCCNc2c([N+](=O)[O-])c(=O)oc3ccccc23)cc1
1%	-12%	-11%	0%	6%	-5%	22%[12.7 µM]	21%	2	Cc1cc2ncn(N)c2cc1C
i	-5%[57.1 µM]	?	8%	-7%	-5%	-9%[59 µM]	-7%	2	Cn1c(SCC(=O)N/N=C/C=C/c2ccccc2[N+](=O)[O-])nc2ccccc21
8%	-2%	-22%	?	-1%	5%	4%[12.7 µM]	47%[activator]	1	CN(c1ccc(C(=O)N2CCCCCC2)cc1)S(=O)(=O)c1ccccc1
-8%	-15%	-28%	0%	-5%	-8%	23%[59 µM]	26%	-3	COc1ccccc1/C=N/NC(=O)C(C)Cn1cnc2ccccc21 (stereo not drawn)
-2%	-4%	-14%	0%	-4%	10%	1%	70%[activator]	4	NC(=O)[C@@H]1CCCN1Cc1nc(Cc2ccccc2Cl)no1
-9%	-11%	-10%	4%	-7%	-35%	?	28%	3	CN1CCN(CC(=O)NC2CCCCC2)CC1
-6%	-10%	-8%	-6%	-38%	-21%	?	19%	-3	COc1ccc(-c2nc3cnccn3c2NC(C)(C)CC(C)(C)C)cc1O
-1%	-6%	0%	1%	0%	-20%	-26%[59 µM]	28%	-1	CN(C)c1ccc(CNC(=O)c2ccc(Cn3c(=O)c4cccn4c4cccnc43)cc2)cc1
1%	-7%	?	-4%	20%	?	13%[0.501 µM]	45%[activator]	-4	O=c1c(C(c2ccccc2)c2c(O)nc3n(c2=O)CCCS3)c(O)nc2n1CCCS2
i	-2%	-25%	1%	-1%	4%	23%	42%[activator]	1	O=C(CCc1nnc(CCCCc2ccccc2)o1)NCCc1cccnc1
?	·	7.1µM*	·	-14%	·	·	·	-11	O=C1CC(SC(=S)C2CCCC2=O)C(=O)N1 (stereo not drawn)
-4%	-4%	-11%	1%	28%	1%	-4%[12.7 µM]	23%	-7	CCOC(=O)c1[nH]c2ccc(F)cc2c1N=C(C)N(CC)CC
-8%	-21%	-18%	3%	14%	-4%	32%[59 µM]	9%	-2	COc1ccccc1NC(=O)C1=C(C)N(c2ccccc2)C(=S)NC1c1cccc(C(F)(F)F)c1 (stereo not drawn)
5%	-5%	-19%	0%	-4%	18%	-24%	13%	-23	O=C(NCCCNC(=O)c1ccc(Cl)cc1Cl)c1ccco1
·	-3%	-9%	-1%	5%	·	·	61%[activator]	4	O=C(Cc1ccccc1)NCC1COc2ccccc2O1 (stereo not drawn)
-5%	-10%	-1%	-3%	7%	-6%	3%	17%	1	Cc1ccc(S(=O)(=O)NCCC(=O)NCC(c2cccs2)N2CCOCC2)cc1 (stereo not drawn)
-4%	·	-15%	·	-5%	·	·	·	-13	Cc1ccc(-c2nc3ccc(Cl)cn3c2CC(C)(C)C)cc1
5%	?	?	-1%	-2%	50µM*	23%[0.501 µM]	-9%	4	Cc1ccccc1CSc1nnc(-c2ccco2)n1Cc1ccco1
i	50µM*	-2%	-17%	-13%	-16%	1.6µM*	6.3µM*	1	CC(NC(=O)c1sc2cc([N+](=O)[O-])ccc2c1Cl)C(C)(C)C (stereo not drawn)
i	-2%	-13%	-5%	2%	-2%	9%	14%	0	Cc1ccc(S(=O)(=O)N2CCN(S(=O)(=O)N3CCC(C)CC3)CC2)cc1C
-1%	2.8µM*	-18%	-1%	-2%	14µM*	8.9µM*	?	-5	COc1ccc(Br)cc1CN1CCN(Cc2c[nH]c3ccccc23)CC1
-10%	-15%	-25%	3%	-3%	·	·	24%	2	COc1ccc(C(=O)Nc2ccc(C)c(S(=O)(=O)N3CCOCC3)c2)cc1S(=O)(=O)N1CCCC1
i	-3%	-17%	3%	-16%	-18%	2%[59 µM]	26%	7	Fc1ccc(C(c2nnc(-c3ccccc3)o2)N2CCN(c3cccc(Cl)c3)CC2)cc1 (stereo not drawn)
-5%	-3%	-4%	-2%	-8%	-1%	50%	31%	3	Cc1ccccc1CC(=O)Nc1cc(C(C)(C)C)on1
-10%	-16%	-14%	-3%	-1%	-17%	2%[2.33 µM]	5%	1	CCOc1ccccc1Nc1cc2n(c(=O)n1)CCc1cc(OC)c(OC)cc1-2

Single records (already shown). Order of values: Tb PGK inh | JMJD2A Tudor inh | Pol eta inh | Pin1 inh | GLS inh | BAZ2B inh | G9a inh | HP1b binding inh | PI4K2A block
O=C1CC(SC(=S)C2CCCC2=O)C(=O)N1 (stereo not drawn) is listed as ? | · | 7.1µM* | · | -14% | · | · | · | -11
O=C(CCc1nnc(CCCCc2ccccc2)o1)NCCc1cccnc1 is listed as i | -2% | -25% | 1% | -1% | 4% | 23% | 42%[activator] | 1

Next section:
Tb PGK inh	JMJD2A Tudor inh	Pol eta inh	Pin1 inh	GLS inh	BAZ2B inh	G9a inh	HP1b binding inh	PI4K2A block	Structure
-4%	-12%	-12%	12%	3%	5%	-20%	16%	2	CCC(=O)Nc1ccc(C(=O)COC(=O)C(CCSC)NC(=O)COc2ccccc2)cc1 (stereo not drawn)
i	-18%	-12%	3%	8%	11%	-12%	5%	-4	CSc1nsc(SCC(=O)NCc2ccc(C)cc2)n1
i	20µM*	-11%	-5%	-5%	-2%	0.45µM*	24%	6	Cc1cccc(-n2c(CCn3nc(C)c([N+](=O)[O-])c3C)n[nH]c2=S)c1
-3%	-3%	-19%	?	3%	-11%	26%	28%	0	COc1nc(C)ccc1-c1noc(-c2cccs2)n1
2%	-20%	-3%	-6%	15%	-29%	-4%	11%	0	CCOC(=O)Nc1ccc2nc(N3CCCCCC3)sc2c1
-12%	?	-14%	-1%	-2%	4%	-9%	-11%	-7	CC(C)=NN1C(c2nonc2N)=NOC1(C)C
1%	-4%	14%	-3%	-12%	1%	26%[59 µM]	30%	-8	COc1ccc(NC(=O)c2ccco2)cc1NC(=O)COc1ccccc1Cl
6%	-11%	-5%	4%	0%	?	-3%[0.501 µM]	25%	5	O=C(c1ccc2nc[nH]c2c1)N1CCN(c2cccc(C(F)(F)F)c2)CC1
4%	-15%	-12%	-5%	15%	41%[activator]	7%[59 µM]	12%	-2	C=CCN1C(=O)C(C)S/C1=N\S(=O)(=O)c1ccc(Cl)cc1 (stereo not drawn)
-4%	-11%	-13%	-3%	-2%	5%	-4%[59 µM]	24%	0	CC1(C)CC(CC(=O)Nc2ccccc2[N+](=O)[O-])C(=O)O1 (stereo not drawn)
2%	0%	10%	36%[activator]	-1%	2%	-3%[59 µM]	12%	-1	CCOC(=O)c1ccc(NC(=O)CSc2nc3ncc(Br)c(C)c3[nH]2)cc1
-13%	-4%	-15%	2%	4%	2%	-5%[59 µM]	25%	-5	COC(=O)Cc1c(C)c2ccc(OCC(=O)N3CCOCC3)cc2oc1=O
-9%	-7%	-17%	-9%	12%	·	·	14%	-2	CC(C)CN(C(=O)COC(=O)c1ccccc1SCC(=O)N1CCCC1)C1CCS(=O)(=O)C1 (stereo not drawn)
-3%	·	-17%	·	1%	·	·	·	-3	COc1ccc(OC(=O)OCc2ccccc2)cc1
i	?	-9%	1%	5%	·	·	-12%	5	COc1cccc(CN2C(=O)[C@@H]3Cc4c([nH]c5ccccc45)C(C)(C)N3C2=O)c1
8%	-25%	-12%	0%	17%	3%	-12%[59 µM]	18%	11	COc1ccc(C(C(=O)NC2CCCCC2)N(C(=O)CCl)c2ccc(OC)cc2)cc1 (stereo not drawn)
-2%	0%	-11%	9%	-3%	-4%	2%[12.7 µM]	51%[activator]	8	CCn1c(SCC(=O)Nc2ccc3[nH]c(=O)[nH]c3c2)nnc1-c1ccccc1
-1%	-5%	-5%	4%	29%	7%	17%[59 µM]	37%	2	CCC1CCCCN1C(=O)CSc1nc(N)c(NC(=O)c2ccco2)c(=O)[nH]1 (stereo not drawn)
i	-6%	-7%	4%	-14%	-13%	?	1%	-2	CCOc1ccccc1C1CC(=O)Nc2c1c(=O)n(C)c1ncnn21 (stereo not drawn)
-2%	-2%	-2%	-4%	-28%	·	·	45%[activator]	-2	CC(C)COc1ccc(C(=O)OCC(=O)NCc2cccs2)cc1
2%	-6%	-13%	4%	17%	9%	-1%[59 µM]	23%	6	O=C(/C=C/c1ccc(Cl)cc1)NC(=S)Nc1ccc(NC(=O)c2ccco2)cc1
-9%	11%	-8%	-6%	7%	4%	0.16µM*	29%	3	Cn1nnnc1SCCNC(=O)C1CCC(=O)N(CCc2cccc(F)c2)C1 (stereo not drawn)
-9%	-16%	-11%	-7%	1%	15%	2%	9%	0	COc1ccc(C=O)cc1CN1CCCN(Cc2ccccc2F)S1(=O)=O
-1%	-21%	-11%	5%	10%	-7%	1%[59 µM]	-3%	4	COc1nnc(-c2ccc(N3CCCCC3)c(NC(=O)c3ccc(C)cc3)c2)c2ccccc12
